Bioassay records from PubChem.
Lipid storage S3 = qHTS Assay for Lipid Storage Modulators in Drosophila S3 Cells; Drosophila S3 cells, BODIPY lipid droplet fluorescence, 18-24 h; cells fed with added oleic acid; Potency in µM for hits, for the others lipid storage change, negative = inhibition, % at the top dose, mostly 46.1 µM; 320,000 tested, 0.64% active; active means well fitted inhibition curve with a large enough effect in the signal ratio, with a control signal flat, not every such curve was filed as active; inconclusive means small, poorly fitted or top-dose-only effect, or effect the other way, or a change in a side signal; the % refers to the signal ratio
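Laser-scanning cytometry quantifies lipid droplet accumulation (500–530 nm total intensity; droplet/cell object ratio) in oleic acid-fed (400 uM added) Drosophila S3 cells treated with a concentration series. 20 uM Triacsin C defined 100% inhibition.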
Lipid storage S3 cell count max = also measured in Lipid storage S3; calls as there; cell number change, %; measured here: cell count max response;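 cells counted by Cell Tracker Red CMTPX staining in the red channel; peak over a dose series mostly up to 46.1 µM; percent activity relative to internal control wells on each plate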
* hit, by the source's call; i = inactive; u = inconclusive; x = not tested or not shown; & = joins results of further samples. On the % scale 0 is the no-effect control and ±100 the full control effect; potency means the concentration at half of the fitted maximal effect.

Lipid storage S3 | Lipid storage S3 cell count max | molecule
u | x | O=C(CC(c1ccco1)S(=O)(=O)c1ccccc1)c1ccccc1 (stereo not given)
10% | 0 | COCC(=O)N1CCC(Oc2ccc(C(=O)N[C@H](C(=O)OC)C(C)C)cc2)CC1
u | x | Nc1nnc(SCCN2C(=O)c3ccccc3C2=O)s1
11% | 14 | O=C(NCCCCCCNC(=O)c1cccs1)c1cccs1
i | x | CCn1c(SCC(=O)N/N=C/c2ccc(OC)c(OC)c2)nc2ccccc21
i | 22 | CCOC(=O)c1cnc2ccc(C)cc2c1NCCN1CCOCC1
-9% | -16 | CS(=O)(=O)N1CCC(C(=O)Nc2ccc(C(N)=O)cc2)CC1
u | x | COc1cc(C(C)=O)ccc1OCC(O)Cn1nc(C)c(C(C)=O)c1C (stereo not given)
-5% | 2 | C=CCn1c(=O)c2ccccc2n2c(SCC(=O)O)nnc12
u | x | Cn1c(=O)c2ccccc2n(CC(=O)N2CCCc3ccccc32)c1=O
9% | -20 | CC1CCCCC1NC(=O)COC(=O)c1cccn1C (stereo not given)
i | -8 | COc1ccc(N2CCN(C(=O)c3ccc4c(=O)n(Cc5ccc6c(c5)OCO6)c(=O)[nH]c4c3)CC2)cc1
u | x | COc1ccc(NC(=O)[C@@H]2CCCN2C(=O)c2cccs2)cc1S(=O)(=O)N1CCCCC1
28% | x | CCC(C)N(C(=O)CSc1nc2ccc(OC)cc2[nH]1)C1CCS(=O)(=O)C1 (stereo not given)
6% | 1 | CC(=O)Cn1c(CN2CCCC2)nc2ccccc2c1=O
i | x | COc1ccc(C(=O)N/C(=C/c2cccnc2)C(=O)N2CCN(C)CC2)cc1OC
2% | -1 | Cn1c(=O)n(Cc2ccc(F)cc2)c(=O)c2c1nc1n2CCN1Cc1ccco1
u | x | CC1CCc2[nH]nc(C(=O)O)c2C1 (stereo not given)
3% | 6 | O=C(CS(=O)(=O)c1ccccc1)Nc1cccnc1
u | x | Oc1cccc(-c2nc3c4c(ncn3n2)-c2ccccc2CC42CCCC2)c1

Of the compounds above, 3 have an NH in an aromatic ring.
Lipid storage S3 | Lipid storage S3 cell count max | molecule
i | -8 | COc1ccc(N2CCN(C(=O)c3ccc4c(=O)n(Cc5ccc6c(c5)OCO6)c(=O)[nH]c4c3)CC2)cc1
28% | x | CCC(C)N(C(=O)CSc1nc2ccc(OC)cc2[nH]1)C1CCS(=O)(=O)C1 (stereo not given)
u | x | CC1CCc2[nH]nc(C(=O)O)c2C1 (stereo not given)

Continuation:
Lipid storage S3 | Lipid storage S3 cell count max | molecule
-4% | -9 | CC(C)NC(=NCc1ccc(Cl)cc1Cl)Nc1ccccc1
u | x | CNc1snc(C)c1C(=O)OCC(=O)N(C)c1ccccc1
u | x | COc1ccc(Br)cc1C(=O)Nc1ccccc1N1CCN(C(=O)c2ccccc2)CC1
u | x | COc1ccc(NC(=O)/C(Cl)=C(/Cl)S(=O)Cc2ccc(Cl)cc2)cn1 (stereo not given)
u | x | Cc1cc(SCC(=O)NN=C2CCN(C(C)C)CC2)c(C)cc1Br
i | -13 | Cc1cc(Cl)ccc1C(=O)C1CCCN(C(=O)c2nonc2C)C1 (stereo not given)
u | x | COc1cc(SC)ccc1C(=O)Nc1ccccc1C#N
7% | 20 | CCCn1cc(C(=O)OCC)c(=O)c2cc(F)c(F)cc21
-14% | -2 | COc1cccc(/C=C/C(=O)NCCc2ccc3c(c2)OCCO3)c1
u | x | CCCc1nn2c(=O)cc(CSCC(=O)Nc3nnc(C(C)C)s3)nc2s1
u | x | CC(=O)Oc1ccc(N(C(C)=O)S(=O)(=O)c2cccs2)cc1
u | x | Cc1ccc(CN2CCN(c3ccccn3)CC2)s1
-10% | 3 | COc1ccc(N2CCN(C(=O)CCCOc3cc(=O)n(C)c4ccccc34)CC2)cc1
u | x | COc1cc(NC(=S)N2c3ccccc3CC2C)cc(OC)c1 (stereo not given)
1% | 16 | CN(CCCNC(=O)Cn1cccc1C(=O)c1ccccc1)C1CCCCC1
u | x | Cc1ccc(NC(=O)Nc2c(C)n(C)n(-c3ccccc3)c2=O)cc1C
9% | 12 | CCOc1ccc2cc(S(=O)(=O)N3CCN(C)CC3)ccc2c1
19% | -3 | COc1ccc(CNC(=O)c2c(O)c3ccccc3n(C)c2=O)cc1OC
i | -18 | CCC(=O)Nc1sc2c(c1C(N)=O)CCN(Cc1ccccc1)C2
u | x | COc1ccc(CCNC(=O)CN(C)S(=O)(=O)c2ccc3c(c2)CCC(=O)N3)cc1OC
u | x | CN(Cc1nc(-c2cccnc2)no1)S(=O)(=O)c1ccc(Br)cc1
-2% | 2 | Clc1ccc2nc(CN3CCCCC3)cn2c1
-16% | -9 | COC(C)(C)c1cc(C(C)(C)C)nc(N)n1
u | x | CCOC(=O)N1CCN(C(=O)c2cc(COc3ccc4ncccc4c3)on2)CC1
7.3µM* | -25* | Cc1[nH]c(=S)c(C#N)c(-c2ccccc2)c1C(=O)Nc1ccccc1
19% | -8 | C=CCSc1nnc(NC(=O)C2CC(=O)N(Cc3ccc(C)cc3)C2)s1 (stereo not given)
u | x | COc1ccccc1CC(=O)NCc1ccc2c(c1)OCO2
2% | -24 | CCC1CCCCN1S(=O)(=O)c1ccc(S(=O)(=O)N(Cc2cccs2)C2CC2)cc1 (stereo not given)
25% | -9 | O=C(Nn1cnnc1)c1cc(Cl)ccc1Cl
u | x | O=C(CN1C(=O)C2CCc3[nH]c4ccccc4c3C2C1=O)N1CCCC1 (stereo not given)
-11% | -18 | COc1ccc(C2C3=C(CC(C)(C)CC3=O)Nc3c2c(=O)n(C)c(=O)n3C)cc1OC (stereo not given)
-9% | -12 | OCC1CCCN1C(=S)Nc1ccccc1 (stereo not given)
u | x | O=C(Nc1ccccc1)N1CCC(n2c(=O)[nH]c3ccccc32)CC1
u | x | CCN(CC)CCCNC(=O)C1c2ccccc2Oc2ccccc21
25% | -2 | Fc1ccccc1Cc1noc(CN2CCN(c3ccc(Cl)cn3)CC2)n1
-8% | 18 | CCCCN(C)C(=O)c1ccc(S(=O)(=O)N2CCOCC2)cc1
i | x | Cc1ccc(/C=N/NC(=O)c2sccc2OCc2ccc(F)cc2)cc1
-16% | -19 | CC(=O)N/N=C(\C)c1ccc(Br)cc1Br
10% | 10 | CCCCCCCCC(=O)NCCOc1ccccc1
i | -19 | CN(CC(=O)Nc1ccccc1Br)C(=O)CNC(=O)C1CCCCC1
u | x | Cc1cccc(NC(=O)CSCC(=O)N2CCCc3ccccc32)c1
u | x | C=CCn1c(SCC(=O)N2CCc3ccccc3C2)nc2sc(C)c(C)c2c1=O
u | x | Cc1cc(Br)ccc1N=C1NC(=O)CS1
u | x | O=C(Nc1ccc(N2CCOCC2)c(C(=O)O)c1)c1ccco1
u | x | COC(=O)c1ccccc1NC(=O)c1cc2sccc2n1C
4% | 0 | Cc1cc(=O)n(Cc2ccc(OC(C)C)cc2)c(=S)[nH]1
-7% | 10 | Cc1cc(Cl)ccc1NC(=O)CCC(=O)N/N=C/c1cc([N+](=O)[O-])ccc1O
u | x | O=S(=O)(Nc1ccc(S(=O)(=O)N2CCCC2)cc1)c1ccccc1Br
i | x | COc1ccc(Br)cc1C(=O)Nc1ccccc1-c1ccccc1
u | x | CCOc1ccccc1C(=S)NC1CCCCC1
u | x | Cc1ccccc1NC(=O)c1ccc2c(O)c(S(=O)(=O)c3ccccc3)c(=O)[nH]c2c1
u | x | NC(=O)C1CCN(C(=O)c2cccc3ccccc23)CC1
0% | 20 | CN(C)C1=NCCN1CCC1CCCC1
1% | -6 | CC1CCN(CCCNC(=O)COc2cc(=O)n(C)c3ccccc23)CC1
u | x | COc1ccc(C(c2c(N)[nH]c(=S)[nH]c2=O)c2c(N)[nH]c(=S)[nH]c2=O)cc1
16% | x | Cn1cc(CN2CCCCC2C(=O)Nc2ccc(-n3cccn3)cc2)cn1 (stereo not given)
u | x | CC(=O)c1cccc(NC(=O)C2CCN(C(=O)c3ccc([N+](=O)[O-])cc3)CC2)c1
-21% | 13 | Cc1nc(-c2cccnc2)sc1C(=O)Nc1cccc(C(F)(F)F)c1
u | x | O=C(NC1CC2CCC1C2)C1CCN(S(=O)(=O)c2ccc(-c3nn[nH]n3)cc2)CC1 (stereo not given)
u | x | Nc1ccc2oc(-c3cccs3)nc2c1

Quoted at random: 2 records from the list.
Lipid storage S3 | Lipid storage S3 cell count max | molecule
-21% | 13 | Cc1nc(-c2cccnc2)sc1C(=O)Nc1cccc(C(F)(F)F)c1
i | x | COc1ccc(Br)cc1C(=O)Nc1ccccc1-c1ccccc1

The main list resumes, repeating the 7 entries before the break.
Lipid storage S3 | Lipid storage S3 cell count max | molecule
1% | -6 | CC1CCN(CCCNC(=O)COc2cc(=O)n(C)c3ccccc23)CC1
u | x | COc1ccc(C(c2c(N)[nH]c(=S)[nH]c2=O)c2c(N)[nH]c(=S)[nH]c2=O)cc1
16% | x | Cn1cc(CN2CCCCC2C(=O)Nc2ccc(-n3cccn3)cc2)cn1 (stereo not given)
u | x | CC(=O)c1cccc(NC(=O)C2CCN(C(=O)c3ccc([N+](=O)[O-])cc3)CC2)c1
-21% | 13 | Cc1nc(-c2cccnc2)sc1C(=O)Nc1cccc(C(F)(F)F)c1
u | x | O=C(NC1CC2CCC1C2)C1CCN(S(=O)(=O)c2ccc(-c3nn[nH]n3)cc2)CC1 (stereo not given)
u | x | Nc1ccc2oc(-c3cccs3)nc2c1
i | x | CC(NC(=O)CN1C(=O)COc2ccccc21)c1ccccc1 (stereo not given)
i | x | COc1cccc(C(=O)CSc2nnc(COc3cccc4cccnc34)o2)c1
1% | 9 | O=C(Cc1ccc(Cl)cc1)N1CCN(c2ccc(F)cc2)CC1
u | x | CCOC(=O)N1CCN(c2c(N3CCc4ccccc4C3)c(=O)c2=O)CC1
u | x | COC(=O)c1ccc(OCCCCN2CC(C)OC(C)C2)cc1 (stereo not given)
-9% | 4 | O=C(NCc1ccc2c(c1)OCO2)C1CCCN1S(=O)(=O)c1ccc(Cl)cc1 (stereo not given)
u | x | CC1CCN(C(=O)CN2C(=O)NC3(CCC(C)CC3)C2=O)CC1 (stereo not given)
3% | -7 | CCOC(=O)CNC(=O)CSc1nc2c(C)cccc2cc1CC
u | x | COc1ccccc1NC(=O)/C=C/c1ccc2c(c1)OCO2
-3% | -7 | CC(C)Nc1nc(Oc2cccc(Cl)c2Cl)cc(C(F)(F)F)n1
13% | -27 | CCN1C(=O)[C@H]2[C@@H](c3ccc(-c4ccc5c(c4)OCO5)cc3)N3CCC[C@@]3(C(=O)OC)[C@H]2C1=O
-15% | 7 | CCOC(=O)C(CCCCCCP(=O)(c1ccccc1)c1ccccc1)NC(C)=O (stereo not given)
i | -10 | NC(=O)c1ccc(Br)c(S(=O)(=O)N2CCCCC2)c1
22% | -4 | COc1ccc(C(=O)NCCN2CCCC2)cc1OC
10% | 11 | COc1ccc2nc3c(nc2c1)CCCC3
u | x | O=C(NCCc1ccc(Cl)cc1)C1CCC(=O)N(C2CCCCCC2)C1 (stereo not given)
18% | x | CCn1ncc(/C=C/C(=O)c2ccccc2)c1C
u | x | COC(=O)c1cc(C(=O)NCCC(C)C)cc([N+](=O)[O-])c1
i | -4 | CCOC(=O)C1CCN(C(=O)CN(Cc2ccccc2)S(C)(=O)=O)CC1
u | x | O=C(NCCC1=CCCCC1)c1ccc(Cl)c(S(=O)(=O)N2CCCCC2)c1
u | x | COc1c(C)cc(Br)cc1C(=O)O
0% | 0 | Cc1c(C#N)c(O)n(C)c(=O)c1N=Nc1ccc(S(N)(=O)=O)cc1
0% | -11 | Cc1ccc(C(=O)n2nc(C#N)c(C#N)c2N)cc1
-2%&-4% | 3&23 | CCN1C(=S)N[C@@H](CCc2ccccc2)C(C(=O)OC)=C1C
u | x | COc1ccc(C(=O)NCCc2nnc3ccc(SCC(=O)NCc4ccc(F)cc4)nn23)cc1
u | x | C=CCN(c1nc(C)cc(OC)n1)S(=O)(=O)c1ccc(C)cc1
-6% | -2 | O=C(NCCCN=C1NS(=O)(=O)c2ccccc21)c1ccco1
6% | 1 | NS(=O)(=O)c1ccc(CCNC(=O)CSc2nc3ccsc3c(=O)n2CC(=O)O)cc1
u | x | c1ccc(Cn2c(SCc3cn4cccnc4n3)nnc2-c2ccco2)cc1
-2% | -13 | Cc1ccc(S(=O)(=O)Oc2ccc(/C=N/NC(=O)c3nn(C)cc3Cl)cc2)cc1
-4% | 5 | Cc1ccc(S(C)(=O)=NC(=O)NC(=O)c2c(F)cccc2Cl)cc1 (stereo not given)
u | x | Cc1ccc(Nc2nc(/N=C/NO)n[nH]2)cc1C
0% | 2 | O=[N+]([O-])c1ccc(Cl)c(S(=O)(=O)NCC2CCCO2)c1 (stereo not given)
0% | -20 | CCOc1ccccc1C(=O)Nc1ccc(S(=O)(=O)Nc2cc(OC)nc(OC)n2)cc1
u | x | COc1cc(C(=O)Nc2cccc(C)c2C)ccc1OCC(=O)N1CCOCC1
u | x | Cc1cc(NC(=O)CN2CCCCCCC2)no1
u | x | CC1(c2nnc(Cc3ccccc3)o2)CC(c2cccc([N+](=O)[O-])c2)=NO1 (stereo not given)
3% | -7 | Nc1sc2c([n+]1CCCS(=O)(=O)[O-])CCCC2
-4% | 4 | O=C(OCC(=O)N1CCCC1=O)C1CCN(S(=O)(=O)c2c(Cl)cccc2Cl)CC1
u | x | CN(Cc1ccccc1)C1CC(=O)N(c2ccc(C(=O)O)cc2)C1=O (stereo not given)
-10% | 1 | COc1ccc(C2NC(=O)N(C)C(C)=C2[N+](=O)[O-])cc1 (stereo not given)
u | x | O=C(CN(C(=O)CCC(=O)Nc1nccs1)c1cccc(F)c1)NCC1CCCO1 (stereo not given)
-11% | x | COC(=O)c1c(/N=C/N(C)C)sc2c1CCN(c1ncc(C(F)(F)F)cc1Cl)C2

These rows are one share of the data (hit frequency here may not be typical).
